High-throughput results: PubChem, several laboratories
MsrA inh = inhibitors of bovine MsrA | 0.75% of 360,000 active | inhibition, % at 15.5 µM | purified bovine MsrA, absorbance read-out | AID 651718; in the data active = inhibition above about 4.5%;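 also: 0% = vehicle wells with enzyme and 100% = reference inhibitor wells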
Rin1-Abl PPI inh = inhibitors of human Rin1-Abl protein interaction; TR-FRET Rin1/Abl binding, biochemical; P00519+Q13671; inhibition, % at 7.35 µM; 0.4% of 360,000 active; in the data active = inhibition above about 5%, passing the limit was not always enough
MT1-MMP act inh = inhibitors of human MT1-MMP activation | HT1080 RFP-PRO-GFP cells, GFP/RFP ratio fluorescence, overnight; percent of plate control window, DMSO zero | GFP/RFP ratio change, % at 20 µM | AID 651647 | 0.061% of 360,000 active;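 active = GFP/RFP ratio change of at least 30% with cell ATP level not reduced by more than half and red fluorescence within 50% of control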; also: strong numbers were not always called active
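Assay system: HT1080 RFP-PRO-GFP cells | Dosing: 20 µM single dose, 1% DMSO | Incubation: Cells overnight before dosing, compound overnight, 37 °C, 5% CO2 | Evaluation: GFP/RFP fluorescence ratio | Control set: DMSO-only wells and HT1080 RFP-L50D-GFP cell wells as references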
PABP1 MLLE inh = inhibitors of microRNA-mediated deadenylation, human PABP1 MLLE binding; GST-MLLE / FITC-PAM2 fluorescence polarization; inhibition, % at 20 µM; 0.36% of 360,000 active; AID 588489; in the data active = inhibition above about 35%, passing the limit was not always enough;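 also: plate controls were DMSO wells with GST-MLLE for no effect and wells lacking GST-MLLE protein for full effect; some results filed as inactive read as strong as hits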
bovine MsrA act = activates bovine MsrA enzyme; activation, % at 10.6 µM; 0.3% of 360,000 active; AID 602163; purified bovine MsrA, absorbance read-out; in the data active = activation above about 7.5%;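 also: 0% = vehicle and 100% = reference activator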
CSN inh = inhibitors of human CSN-mediated cullin deneddylation; Q92905; Purified CSN, SCF-Nedd8-OG deneddylation, fluorescence polarization; inhibition, % at 12.5 µM; 0.38% of 360,000 active; AID 651999;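 active = pattern-corrected inhibition above about 35%, with an unprinted fluorescence ratio check between 0.5 and 1.5, limit read from the data, passing the limit was not always enough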;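 also: 0% = enzyme with substrate and 100% = substrate without enzyme; some results filed as inactive read as strong as hits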
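Test system: Human Csn5 produced in HEK293T cells | Compound: 12.5 µM single point | Times: 90 min, room temperature | Signal: Fluorescence polarization readout | Read-out basis: % inhibition of substrate cleavage by Csn5 | Controls: no-enzyme wells high, enzyme-with-substrate wells low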
Rpn11 inh = Rpn11 (human) deubiquitinase inhibition. O00487. human 26S proteasome, Ub4-pepOG fluorescence polarization; 20S core pre-blocked with epoxomicin. calls only at 20 µM. 0.59% of 360,000 active;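 active = inhibition at 20 µM, scaled to each plate's controls, above about 33%, limit read from the data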
FAS TE block = blocks the thioesterase domain of human fatty acid synthase; recombinant FAS-TE, OMFH fluorogenic substrate, fluorescence endpoint; P49327; inhibition, % at 15 µM; 0.67% of 360,000 active; AID 602261;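 active = compounds whose normalised, plate-corrected inhibition of enzyme fluorescence in the single-dose primary screen is 50% or more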;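 also: 0% = DMSO with enzyme and 100% = substrate without enzyme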
Target sequence (P49327 whole entry, looked up, the tested form may be a part): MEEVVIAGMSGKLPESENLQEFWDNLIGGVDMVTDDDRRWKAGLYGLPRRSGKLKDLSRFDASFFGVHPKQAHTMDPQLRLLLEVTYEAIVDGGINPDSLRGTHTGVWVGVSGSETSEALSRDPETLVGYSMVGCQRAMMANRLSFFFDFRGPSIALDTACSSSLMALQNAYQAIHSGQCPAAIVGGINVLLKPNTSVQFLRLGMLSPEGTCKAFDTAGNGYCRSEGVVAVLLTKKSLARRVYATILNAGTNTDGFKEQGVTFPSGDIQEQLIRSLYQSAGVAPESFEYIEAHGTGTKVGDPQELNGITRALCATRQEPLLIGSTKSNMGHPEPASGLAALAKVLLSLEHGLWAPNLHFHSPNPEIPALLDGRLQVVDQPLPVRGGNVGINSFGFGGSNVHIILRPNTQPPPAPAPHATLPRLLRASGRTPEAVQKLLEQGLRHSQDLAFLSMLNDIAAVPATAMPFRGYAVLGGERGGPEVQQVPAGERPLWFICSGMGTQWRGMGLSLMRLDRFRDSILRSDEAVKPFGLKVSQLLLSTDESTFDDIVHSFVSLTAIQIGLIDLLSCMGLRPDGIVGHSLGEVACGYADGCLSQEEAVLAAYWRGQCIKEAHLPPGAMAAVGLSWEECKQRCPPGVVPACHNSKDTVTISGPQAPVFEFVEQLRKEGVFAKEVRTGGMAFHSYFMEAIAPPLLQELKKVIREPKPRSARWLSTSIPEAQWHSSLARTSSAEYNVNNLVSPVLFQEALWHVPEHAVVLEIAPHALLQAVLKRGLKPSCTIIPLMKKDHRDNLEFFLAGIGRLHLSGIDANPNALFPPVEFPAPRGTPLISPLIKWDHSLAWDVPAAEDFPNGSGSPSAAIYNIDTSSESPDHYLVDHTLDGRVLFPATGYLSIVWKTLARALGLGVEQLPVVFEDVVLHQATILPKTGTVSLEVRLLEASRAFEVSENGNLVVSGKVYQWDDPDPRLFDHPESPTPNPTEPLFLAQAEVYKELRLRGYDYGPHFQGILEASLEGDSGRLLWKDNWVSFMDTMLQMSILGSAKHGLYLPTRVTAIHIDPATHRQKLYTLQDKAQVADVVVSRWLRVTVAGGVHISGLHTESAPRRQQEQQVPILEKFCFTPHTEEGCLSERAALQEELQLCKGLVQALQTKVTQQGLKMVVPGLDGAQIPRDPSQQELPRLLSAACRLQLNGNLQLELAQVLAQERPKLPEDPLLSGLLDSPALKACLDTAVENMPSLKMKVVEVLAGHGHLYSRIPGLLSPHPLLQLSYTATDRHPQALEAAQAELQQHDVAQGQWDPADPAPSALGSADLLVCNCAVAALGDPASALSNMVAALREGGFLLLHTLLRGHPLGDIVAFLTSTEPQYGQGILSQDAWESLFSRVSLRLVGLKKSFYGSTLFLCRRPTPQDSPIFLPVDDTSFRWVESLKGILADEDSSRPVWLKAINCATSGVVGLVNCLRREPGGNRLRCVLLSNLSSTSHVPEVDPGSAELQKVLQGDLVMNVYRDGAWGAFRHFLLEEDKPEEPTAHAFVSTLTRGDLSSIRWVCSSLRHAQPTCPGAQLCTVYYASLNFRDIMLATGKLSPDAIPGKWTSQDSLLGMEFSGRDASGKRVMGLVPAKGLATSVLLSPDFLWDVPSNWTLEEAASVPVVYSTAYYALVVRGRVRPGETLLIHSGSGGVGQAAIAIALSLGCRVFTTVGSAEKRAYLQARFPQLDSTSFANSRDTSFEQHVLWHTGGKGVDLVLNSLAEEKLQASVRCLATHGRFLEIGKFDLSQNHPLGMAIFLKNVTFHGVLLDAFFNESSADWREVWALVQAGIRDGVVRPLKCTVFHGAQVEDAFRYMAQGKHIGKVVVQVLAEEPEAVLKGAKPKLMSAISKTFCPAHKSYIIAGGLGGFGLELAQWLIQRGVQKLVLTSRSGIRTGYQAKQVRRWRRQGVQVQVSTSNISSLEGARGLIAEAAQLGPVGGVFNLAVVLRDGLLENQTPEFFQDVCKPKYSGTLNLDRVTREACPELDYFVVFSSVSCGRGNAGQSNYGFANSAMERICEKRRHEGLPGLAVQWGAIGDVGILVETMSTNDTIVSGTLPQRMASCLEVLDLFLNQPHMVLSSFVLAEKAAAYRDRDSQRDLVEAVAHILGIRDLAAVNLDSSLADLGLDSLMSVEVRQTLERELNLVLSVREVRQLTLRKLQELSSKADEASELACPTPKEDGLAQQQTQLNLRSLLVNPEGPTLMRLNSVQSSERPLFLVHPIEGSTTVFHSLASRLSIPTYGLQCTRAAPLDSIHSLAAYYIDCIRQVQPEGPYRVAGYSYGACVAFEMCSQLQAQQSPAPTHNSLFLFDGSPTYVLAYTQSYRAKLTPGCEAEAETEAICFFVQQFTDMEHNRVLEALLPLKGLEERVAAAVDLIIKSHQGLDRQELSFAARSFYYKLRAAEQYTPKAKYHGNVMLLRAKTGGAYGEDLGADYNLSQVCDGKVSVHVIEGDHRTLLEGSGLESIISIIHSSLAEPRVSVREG
eLon inh = inhibitors of E. coli Lon protease; P0A9M0; purified E. coli Lon protease, fluorescence polarization; inhibition, % at 7.94 µM; 0.42% of 360,000 active; AID 602123; in the data active = inhibition above about 13%, passing the limit was not always enough;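 also: 0% = enzyme with probe and DMSO and 100% = no enzyme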
Numbers without * were called inactive; i = inactive; / = no result given.

SMILES | MsrA inh | Rin1-Abl PPI inh | MT1-MMP act inh | PABP1 MLLE inh | bovine MsrA act | CSN inh | Rpn11 inh | FAS TE block | eLon inh
O=C(CSc1nnc(-c2cnccn2)n1Cc1ccco1)c1ccc(Cl)c(Cl)c1 | 0.2 | -3.0 | -1.3 | -22.7 | -3.0 | -6.4 | i | 44.3 | -10.0
Cc1ccc(CNC(=O)c2cc3c(C)nc4ccccc4c3o2)cc1 | 1.0 | -1.3 | 5.7 | -3.9 | -1.4 | 6.4 | i | 6.2 | -9.3
C/C(=N\NC(=O)c1cc(O)ccc1O)c1cccc(NC(=O)c2ccc(Cl)cc2)c1 | 0.1 | 1.3 | 4.3 | 12.0 | -2.9 | 2.5 | i | -4.8 | 2.6
COc1ccc(N(C(=O)c2snc(C(N)=O)c2N)C(C(=O)NC2CCCC2)c2cccs2)cc1OC (stereo not given) | 1.1 | 2.5 | -2.4 | -9.3 | 0.9 | 5.8 | i | 4.2 | 9.9
CC(C)CCc1noc(CN2CCN(c3ccc(Cl)cn3)CC2)n1 | -1.2 | -7.0 | -1.7 | 15.8 | -5.4 | -3.0 | i | -1.3 | -3.5
COc1cc(/C=C2/C(=N)N3C(c4ccccc4)=CSC3=NC2=O)ccc1OCC(=O)O | 0.2 | -1.4 | -4.7 | -19.8 | -1.8 | 3.6 | i | -6.3 | -13.0
Cc1c(C(=O)N2CCCCC2)c(S(=O)(=O)NCc2ccc(F)cc2)c(C)n1C | 0.4 | -0.8 | 0.7 | 0.6 | -5.3 | 0.6 | i | -4.4 | 14.1
CCOC(=O)C1=C(C)N=c2s/c(=C\c3ccc(OCC(=O)O)cc3)c(=O)n2C1c1ccccc1 (stereo not given) | 0.9 | -2.0 | -2.8 | -68.5 | 1.1 | -2.4 | i | 2.3 | -1.4
COc1ccc(/C=C(/C#N)C(=O)Nc2cccnc2)cc1OC | 2.4 | 3.5 | -0.9 | 12.8 | -1.9 | -17.6 | i | -5.1 | -2.2
COc1ccc(N2C(=O)CSC23C(=O)Nc2ccccc23)cc1 (stereo not given) | 0.1 | 5.7 | -4.2 | -1.0 | -3.8 | -0.8 | i | -15.2 | 6.7
O=C(COC(=O)c1ccc(Cl)cc1)NCC1CCCCC1 | 0.9 | 2.9 | -1.4 | 8.2 | -1.8 | -1.8 | i | 5.0 | 4.3
Cc1[nH]c2ccccc2c1C(=O)CSc1nnc(C2CC2)o1 | 1.1 | -0.1 | -5.2 | -47.3 | -2.3 | 1.7 | i | -7.1 | -15.8
CCOc1ccc(NCc2cccn2-c2nnc(N3CCC(C(=O)NCCCN4C(C)CCCC4C)CC3)s2)cc1 (stereo not given) | -1.7 | -1.9 | -1.7 | -32.8 | -1.5 | 6.0 | i | -6.5 | -0.3
COc1ccc(NC(=O)c2noc3c2CCC3)cc1 | -0.5 | 3.8 | 2.8 | 2.8 | -5.9 | 10.9 | i | -2.1 | 2.0
CC[C@]12c3[nH]c4ccccc4c3CCN1C(=O)C(CC(=O)NCCCOC)C[C@@H]2C(=O)N1CCN(C(=O)c2ccco2)CC1 (stereo not given in full) | -1.0 | -2.2 | 7.5 | 12.7 | -0.1 | -2.6 | i | -4.0 | 0.3
COc1ccccc1NS(=O)(=O)c1cccc(C(=O)NCc2ccccn2)c1 | -0.4 | -2.2 | -2.8 | -6.9 | -2.7 | 0.5 | i | 0.7 | -7.6
O=C(NC(=S)Nc1ccc(S(=O)(=O)N2CCOCC2)cc1)c1ccccc1[N+](=O)[O-] | 1.1 | 3.0 | -0.3 | 28.9 | -4.0 | -16.3 | i | 4.8 | -3.9
CC1(C)OC(=O)C2=C(C[C@@H](CCOCc3ccccc3)O[C@H]2c2ccc(F)cc2)O1 | 0.8 | 4.6 | -0.6 | 1.6 | -2.3 | -1.7 | i | 17.9 | -7.6
O=C(CCc1ccccc1)NCc1ccccn1 | -0.4 | -1.0 | 9.5 | -3.7 | -2.4 | 5.3 | i | -10.6 | -0.8
CC(=O)Nc1ccc(S(=O)(=O)N(C)CC(=O)OCC(=O)N2CC(C)OC(C)C2)cc1 (stereo not given) | 2.8 | -0.5 | 0.9 | 14.4 | -8.4 | 2.6 | i | -8.9 | -4.3
O=C(CSc1nnc(CNC(=O)c2ccco2)o1)Nc1ccc(OC(F)(F)F)cc1 | 0.0 | -0.4 | 1.8 | 6.8 | -0.1 | -4.2 | i | -2.4 | 1.3
Cn1nnc2cc(C(=O)NC3CCCCC3)ccc21 | -0.3 | 1.1 | 3.9 | 3.0 | -7.2 | 3.4 | i | -7.8 | -8.4
CC(C)CCNCC(=O)NC(c1ccccc1)c1ccccc1 | 0.3 | -3.7 | 1.4 | -11.9 | -1.7 | -3.4 | i | -3.6 | -0.6
CC[C@]12c3[nH]c4cc(CCC(=O)N(C)C)ccc4c3CCN1C(=O)[C@@H](CC(=O)NCCc1ccccn1)C[C@@H]2C(=O)N1CCN(C(=O)c2ccco2)CC1 | -0.1 | -2.4 | 3.9 | 3.4 | -7.8 | -3.5 | i | -4.0 | 0.9
COc1cc(CC(=O)OCC(=O)NC2CCCCCC2)cc(OC)c1OC | 0.4 | 0.9 | 6.7 | 3.5 | -2.6 | -0.8 | i | -6.5 | 2.0
O=C(Cc1ccc(Cl)cc1)NNC(=S)NC(=O)c1cccs1 | -0.6 | 1.7 | 2.9 | 5.9 | 0.3 | 7.1 | i | -6.5 | -2.0
CCOC(=O)N1CCN(C(=O)CSc2nnc(COc3ccc(Cl)cc3)o2)CC1 | 0.4 | -1.4 | 1.4 | -1.1 | -5.5 | 1.2 | i | -4.0 | 4.8
Cc1ccc(NC(=O)CNC(=O)c2ccc(Br)o2)nc1 | 1.0 | 1.7 | 2.7 | -4.7 | -9.6 | 1.2 | i | -4.7 | 1.6
CC(C)c1ccccc1NC(=O)COC(=O)c1cccnc1 | -0.8 | 1.4 | 1.1 | 0.1 | 0.2 | 0.1 | i | -3.0 | 3.3
CC(=O)N/C(=C\c1ccccc1)C(=O)OCC(=O)N(CC(C)C)c1c(N)n(Cc2ccccc2)c(=O)[nH]c1=O | 0.6 | -0.6 | -3.5 | 1.6 | -5.6 | 1.8 | i | -2.0 | -9.3
COC(=O)C1CCCN1C(=O)C12CC3CC(CC(C3)C1)C2 (stereo not given) | -0.5 | -2.7 | -3.5 | -3.3 | -13.3 | -2.1 | i | -0.6 | 7.8
O=C(O)c1cc(=O)[nH]c2c(Cl)cccc12 | 0.3 | -0.9 | -3.0 | -1.6 | -5.4 | 8.3 | i | -1.7 | 4.0
CCN(CC)c1ccc(/C=N/NC(=O)CN2CCCc3ccccc32)cc1 | 4.0 | 2.6 | -6.2 | 4.2 | -3.8 | 4.6 | i | 9.4 | -4.4
COc1cc(C(=O)Nc2c(C)cc(C)cc2C)c(-n2cnnn2)cc1OC | 1.6 | -1.0 | 2.3 | -4.5 | 0.8 | -5.3 | i | -9.9 | 0.8
Cc1ccc2nc(-c3ccc(NC(=O)CSc4nc(N)cc(=O)[nH]4)cc3)sc2c1 | 1.1 | -1.7 | 0.8 | -0.6 | -4.7 | -0.3 | i | -11.5 | -4.6
CN1CCC23c4ccccc4NC1C21CCN(C)C3Nc2ccccc21 | -0.7 | -0.2 | 3.7 | -4.8 | -5.7 | -4.3 | i | -1.4 | 1.8
COc1ccc(C2C([N+](=O)[O-])=C(C)N(C)C(=O)N2C)cc1OC (stereo not given) | 0.2 | -1.4 | -1.4 | 11.5 | -2.8 | -4.3 | i | -2.4 | 2.7
CC(C)(C)NC(=O)NCc1cccnc1 | -0.3 | -1.4 | 1.1 | 0.1 | -5.7 | -1.8 | i | -3.3 | 9.1
CCN(CC)CCCNC(=O)C1CCN(c2ncnc3c2sc2cccc(F)c23)CC1 | 1.2 | 2.8 | -3.0 | -10.5 | 0.1 | -1.7 | i | -2.7 | -1.6
CC1CCCCN1C(=O)/C(=C\c1ccccc1)c1ccccc1 (stereo not given) | -0.1 | 2.1 | -15.5 | 6.4 | -3.3 | 7.0 | i | 8.0 | -0.4
CCOC(=O)c1c(NC(C)=O)sc2c(OCC(O)CNC(C)(C)C)c(Br)ccc12 (stereo not given) | -1.2 | -0.5 | -12.3 | 4.7 | 0.9 | 1.1 | i | 8.4 | -10.3
O=C(CSc1ccc2c(c1)OCCO2)NCCN1C(=O)CSC1=O | 0.4 | -2.2 | -2.8 | 19.5 | -11.9 | -2.2 | i | -9.2 | -6.8
O=C(O)c1ccc(CNC(=S)Nc2ccccc2)cc1 | -1.2 | -4.9 | 0.2 | 17.8 | -0.3 | -6.0 | i | -8.6 | 2.0
Cc1c(NC(=O)C(C)OC(=O)[C@@H](NC(=O)c2ccccc2)C(C)C)c(=O)n(-c2ccccc2)n1C (stereo not given in full) | 0.6 | 2.4 | 7.0 | 1.1 | 1.9 | 1.9 | i | -11.2 | -0.2
Cc1ccccc1CN1CCCC(C(=O)Nc2ccccc2Oc2cccnc2)C1 (stereo not given) | 0.7 | 4.6 | -1.6 | -7.5 | -1.1 | 1.4 | i | -3.3 | -7.0
CC(C)c1nnc(SCC(=O)N2CCc3ccccc32)n1C | 2.4 | 1.1 | -1.4 | -4.0 | -3.1 | -3.8 | i | -5.3 | -5.3
COc1ccc(OCc2nnc(SCC(=O)O)n2N)cc1 | 0.8 | 2.2 | 2.3 | -9.8 | -0.2 | -2.8 | i | -3.5 | -3.9
O=C(OCc1ccccc1)C1=[N+]([O-])OC(C(=O)OCc2ccccc2)C1c1c[nH]c2ccccc12 (stereo not given) | 0.1 | -0.4 | 0.2 | 11.8 | 1.1 | 5.8 | i | -3.7 | 6.9
O=C(Nc1cc(S(=O)(=O)N2CCCC2)ccc1Cl)c1ccncc1 | -0.4 | 4.5 | -1.1 | -18.4 | -6.1 | -7.1 | i | -1.0 | 10.4
CCc1cc(=O)oc2c(C)c(OCC(=O)N3CCCc4ccccc43)ccc12 | 1.0 | -1.6 | 4.0 | 6.5 | -4.0 | -0.2 | i | 3.4 | -5.8

Just bovine MsrA act, for some of the entries so far:
Molecule	bovine MsrA act
O=C(OCc1ccccc1)C1=[N+]([O-])OC(C(=O)OCc2ccccc2)C1c1c[nH]c2ccccc12 (stereo not given)	1.1
Cc1c(NC(=O)C(C)OC(=O)[C@@H](NC(=O)c2ccccc2)C(C)C)c(=O)n(-c2ccccc2)n1C (stereo not given in full)	1.9

Further structures
SMILES | MsrA inh | Rin1-Abl PPI inh | MT1-MMP act inh | PABP1 MLLE inh | bovine MsrA act | CSN inh | Rpn11 inh | FAS TE block | eLon inh
COC(=O)c1[nH]c2cccc(Cl)c2c1NC(=O)CN1CCN(CCO)CC1 | -0.4 | 0.4 | 8.2 | -2.6 | -3.4 | -0.1 | i | -8.8 | -2.7
COc1ccc(NC(=O)CSc2nnc(C)c3ccccc23)cc1 | 0.3 | -8.5 | 1.1 | -42.3 | 0.6 | 7.8 | i | -9.6 | -27.7
Cc1onc(-c2ccccc2)c1C(=O)Nc1nnc(COc2ccc(Cl)cc2)s1 | / | -1.4 | 3.2 | 22.2 | -1.4 | -3.1 | i | 14.3 | -4.4
CCOC(=O)[C@]12CCC=C1N(CCC1=CCCCC1)C(=O)[C@H](CC(=O)NCCCN1CCCC1=O)C2 | -0.1 | / | 2.5 | / | -1.0 | -0.4 | / | -12.9 | -6.9
COc1ccccc1Nc1nccc(N(C)C)c1C#N | 0.4 | 0.5 | -2.9 | 1.4 | -0.7 | 3.4 | i | -4.4 | 5.8
Cc1cc(C)n(-c2ncc3c(n2)N(CCO)CCOC3=O)n1 | 0.3 | -0.1 | 1.7 | 16.5 | -4.1 | -2.1 | i | -4.8 | 1.8
